# Screens: PubChem BioAssay, Broad Institute
# miR-122 sensor – miR-122 inhibition in Huh7 cells; hit rate 0.3% among 340,000; Huh7 miR-122 Renilla luciferase sensor, 48 h; neutral wells = 0, positive control = 100; activation (reporter increase), % at 12.5 µM; AID 602342;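 active means mean replicate activation score at least 90 and every replicate individually at or above 90; inconclusive means only one of the two criteria met; inactive means neither criterion met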;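 further: higher luciferase means less miR-122 activity so hits act as miR-122 inhibitors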
# PglD inh – blocks C. jejuni PglD acetyltransferase activity; purified PglD enzyme, DTNB colorimetric CoA detection; inhibition, % at 12.5 µM; hit rate 0.098% among 360,000; in the data active means inhibition above about 16%, passing the limit was not always enough; inconclusive means no clear call, values can overlap the other calls; further: strong numbers were not always called active
# Cneo AK release – causes C. neoformans cell lysis; adenylate kinase release luminescence, 4 h; normalised: neutral wells 0, clomiphene wells 100; lysis activity, % at 15 µM; hit rate 0.2% among 360,000;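 active means mean lysis activity across replicates of at least 80%, whatever share of replicates individually reach that level; inactive means mean lysis activity below 80%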
#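 Material – log-phase Cryptococcus neoformans yeast cells · Input – 5 × 10^6 yeast cells/mL · Medium – fresh YPD growth medium · Doses – single compound concentration per well · Timing – static 4 h at 37 °C with compound, 1 h detection · Detection – adenylate kinase release luminescence · Read-out – signal increase indicating cell lysis · Control set – Clomiphene as positive lysis control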
# E-selectin induc – induces E-selectin expression in human endothelial cells | activation, % at 7.58 µM | P16581 | HUVEC E-selectin immunofluorescence imaging; normalized: neutral wells 0, TNF-alpha wells 100 | hit rate 0.37% among 260,000;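 active means mean E-selectin-positive cell signal at least 10% of the positive control, reached in at least 60% of replicates, without over 20% cell loss; inconclusive means no rule given, readout overlaps actives, possibly toxicity-flagged; inactive means the rest, including those meeting only one limit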;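 further: in these data hits start at about 27%; measured in HUVEC primary endothelial cells; signal is the percent of cells scored E-selectin positive by PE staining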
#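 Assay system: HUVEC primary endothelial cells. Input: 3,000 HUVEC seeded per well. Doses: one compound dose added by pin transfer. Read-out basis: % PE-positive cells. Benchmarks: TNF-alpha high, DMSO low. Detection: immunofluorescence imaging. Buffer or medium: EGM-2, gelatin.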
# RAD52 inh – RAD52 (human) annealing inhibition | P43351 | hit rate 0.46% among 360,000 | inhibition, % at 18.7 µM | recombinant RAD52 DNA annealing, FRET fluorescence;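 active means every replicate showing at least 50% inhibition; inconclusive means mean inhibition at least 50% but not in every replicate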
# RAD54 branch – inhibitors of human RAD54 branch migration | Q92698 | RAD54 Holliday junction branch migration, FAM/BHQ fluorescence | inhibition, % at 10.4 µM | hit rate 0.14% among 360,000 | AID 602329;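 active means mean normalized replicate activity at least 40 and at least half of replicates scoring 40 or more; inconclusive means only one of the two criteria met; inactive means mean below 40 and under half of replicates reaching 40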;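 further: 0% = median of neutral control wells and 100% = median of positive control wells; inhibitors cause a drop in the FAM fluorescence signal; in these data hits start at about 50%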
# PGC1a acetyl inh – lowers PGC1a acetylation signal in U2OS cells; AlphaScreen anti-acetyl-lysine; with virally co-expressed GCN5 acetyltransferase; inhibition, % at 15.6 µM; hit rate 0.17% among 350,000;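 active means every replicate shows inhibition of at least 40%; inconclusive means mean inhibition at least 40% but some replicate below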;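 further: 0% = neutral control wells and 100% = positive control wells; some results beyond the cut were filed as inactive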
# ERAP1 inh – blocks human ERAP1 aminopeptidase activity. Q9NZ08. recombinant ERAP1, Leu-AMC fluorescence, 60 min. inhibition, % at 10.7 µM. hit rate 0.15% among 340,000;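 active means mean replicate inhibition of at least 30%, or all replicates individually reaching that 30% level; inactive means mean below 30% and not every replicate reaching it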;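 further: 0% = neutral control wells and 100% = L-leucinethiol positive control wells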
# Target sequence (Q9NZ08 whole entry, looked up): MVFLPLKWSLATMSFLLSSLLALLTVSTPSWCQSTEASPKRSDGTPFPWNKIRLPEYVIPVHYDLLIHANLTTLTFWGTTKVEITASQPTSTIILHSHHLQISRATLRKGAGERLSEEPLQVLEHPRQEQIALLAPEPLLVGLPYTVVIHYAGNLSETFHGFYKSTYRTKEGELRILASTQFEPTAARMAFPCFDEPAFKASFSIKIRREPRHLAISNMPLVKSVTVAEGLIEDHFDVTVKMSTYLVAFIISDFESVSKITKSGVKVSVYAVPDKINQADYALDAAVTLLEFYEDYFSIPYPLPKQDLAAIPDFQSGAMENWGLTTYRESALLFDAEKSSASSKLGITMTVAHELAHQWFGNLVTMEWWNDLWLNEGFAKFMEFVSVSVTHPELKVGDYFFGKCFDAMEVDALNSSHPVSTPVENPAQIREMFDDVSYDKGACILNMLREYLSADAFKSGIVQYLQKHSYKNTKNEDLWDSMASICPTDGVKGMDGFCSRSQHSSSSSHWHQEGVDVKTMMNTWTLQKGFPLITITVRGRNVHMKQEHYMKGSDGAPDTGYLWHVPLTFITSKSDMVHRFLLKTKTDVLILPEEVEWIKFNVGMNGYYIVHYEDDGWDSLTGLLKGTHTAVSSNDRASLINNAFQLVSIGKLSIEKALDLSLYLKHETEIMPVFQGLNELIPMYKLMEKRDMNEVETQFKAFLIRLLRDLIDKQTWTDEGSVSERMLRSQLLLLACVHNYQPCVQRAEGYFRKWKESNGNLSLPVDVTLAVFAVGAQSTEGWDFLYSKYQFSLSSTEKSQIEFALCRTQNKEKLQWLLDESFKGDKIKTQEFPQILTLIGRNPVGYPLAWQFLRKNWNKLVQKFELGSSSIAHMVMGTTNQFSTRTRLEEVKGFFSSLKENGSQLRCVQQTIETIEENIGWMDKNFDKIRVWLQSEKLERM
# Active calls of the source: *; ? = inconclusive; . = no result given; [ ] = remark or other dose.
no.	Compound	miR-122 sensor	PglD inh	Cneo AK release	E-selectin induc	RAD52 inh	RAD54 branch	PGC1a acetyl inh	ERAP1 inh
1	COCCNC(=O)CN1C(=O)/C(=C/c2ccccc2)Oc2ccc(C(C)(C)C)cc21	.	.	1	-0.2	-8	8	.	-9
2	CCN(C(=O)CSc1nnnn1-c1cc(C)ccc1OC)C1CCS(=O)(=O)C1 (configuration not stated)	-4	-2	-1	.	.	8	13	.
3	CN(C)/C=C1\SC(=S)N(c2ccc(F)cc2)C1=O	.	.	.	-0.2	-1	.	4	9
4	O=C1C2C3C=CC([C@@H]2C(=O)N1Cc1cccnc1)C31CC1 (some centres not stated)	-7	0	3	.	.	-1	2	.
5	O=C(Cc1cccc(NC(=O)C2CCN(C(=O)CCc3ccccc3)CC2)c1)Nc1cccc(C(=O)N2CCCCC2)c1	.	0	1	0.0	-29	-14	.	-1
6	Cc1nnc(SC(C(=O)Nc2ccc(Cl)c([N+](=O)[O-])c2)c2ccccc2)[nH]c1=O (configuration not stated)	.	0	2	3.3	-16	-2	-5	1
7	COc1ccc(O)c(C(=O)c2cnc3onc(C)c3c2)c1	24	-6	0	.	.	-3	.	.
8	CC(=O)N1CCN(S(=O)(=O)c2cccc(C(=O)NCCC3=CCCCC3)c2)CC1	-3	0	2	.	8	-7	.	-1
9	O=C(Nc1cccc(Cl)c1)OCCOc1ccccc1	-4	6	-7	.	-2	-4	-6	-3
10	CC(C)[C@H](NC(=O)c1ccccc1F)C(=O)NC1CCCCCCC1	-5	-2	0	-0.5	-33	-1	-8	2
11	C[C@H](CO)N1C[C@H](C)[C@@H](CN(C)S(=O)(=O)c2cccs2)OCCCC[C@H](C)Oc2ccc(NC(=O)Nc3cccc4ccccc34)cc2C1=O	-9[16.7 µM]	-2	0	0.0	.	2	-18	.
12	COc1ccc(S(=O)(=O)Nc2ccc3c(c2)CC(=O)N([C@@H](C)CO)C[C@H](C)[C@@H](CN(C)Cc2ccc(-c4ccccc4)cc2)O3)cc1	-8[16.7 µM]	5	1	-0.1	2	-4	-18	-2
13	CN(C)c1oc(-c2ccccc2Cl)nc1P(=O)(c1ccccc1)c1ccccc1	-12	-2	3	.	.	-1	-1	.
14	N#Cc1c(-c2ccccc2)c(-c2ccccc2)n(Cc2ccco2)c1NC(=O)c1cccs1	30	.	3	.	.	2	-5	.
15	N#Cc1cc(-c2ccc(Cl)cc2)cn(Cc2c(Cl)cccc2Cl)c1=O	-1	-2	-1	.	.	5	-2	.
16	CC(CCc1ccco1)NC(=O)c1cc2c(-c3ccccc3F)nn(C)c2s1 (configuration not stated)	2	-3	0	1.0	-27	-3	-10	-1
17	Clc1ccc(OCCCCCN2CCOCC2)cc1	1	-5	0	.	12	-9	.	0
18	CCOC(=O)c1c(N)sc(C(O)(C(F)(F)F)C(F)(F)F)c1-c1ccccc1	5	6	4	.	.	0	-1	.
19	Cc1cccc(NC(=S)N(CCN(C)C)Cc2cccs2)c1	-5	2	1	2.4	-27	1	.	-2
20	CCC(NC(=O)Cc1cccs1)c1ccccc1 (configuration not stated)	-3	-120	-1	.	-11	-2	3	-4
21	COc1ccc(CNCCSc2nnnn2C)c(OC)c1OC	.	.	.	-1.7	1	.	5	-1
22	CC1(C)CC(CC(=O)O)(c2ccc(F)cc2)CCO1 (configuration not stated)	-1	11	-1	0.8	0	1	1	-5
23	CN=C1NN=C(c2cc(C)n(-c3c(C)n(C)n(-c4ccccc4)c3=O)c2C)CS1	-3	1	1	.	-16	-2	15	0
24	O=C(c1ccc(F)cc1)N1CC(=O)N2[C@@H](CO)[C@H](c3ccc(-c4ccccc4F)cc3)[C@@H]2C1	.	.	.	1.0	9	.	-5	0
25	COc1ccc(CN(C)C[C@H]2OCCCC[C@H](C)Oc3ccc(NC(=O)c4ccccc4)cc3C(=O)N([C@@H](C)CO)C[C@@H]2C)cc1	13[16.7 µM]	1	-15	0.0	28	-10	5	3
26	O=C(CN1C(=O)C2CCCCC2C1=O)N1CCN(c2ncccn2)CC1 (configuration not stated)	1	2	10	0.4	-15	16	1	.
27	Cc1nc(C)c(CCNC(=O)c2ccc(C(F)(F)F)cc2)s1	-1	4	19	2.1	.	-5	-1	.
28	CN1C(=O)c2cc(NC(=O)c3ccc(C(F)(F)F)cc3)ccc2OC[C@H]2O[C@H](CC(=O)NC3Cc4ccccc4C3)CC[C@H]21	-18[16.7 µM]	4	-1	0.1	13	.	-3	.
29	Clc1cccc(Cl)c1CSc1nnc(CN2CCOCC2)n1-c1ccccc1	126*	4	-1	.	.	4	-3	.
30	Cc1cnc(NC(=O)c2cc(S(=O)(=O)N(C)C)ccc2N2CCCC2)s1	-9	3	-2	0.2	-10	-2	15	5
31	C[C@@H]1CN([C@H](C)CO)C(=O)c2cc(N(C)C)ccc2O[C@@H]1CN(C)C(=O)Nc1ccc2c(c1)OCO2	-5[16.7 µM]	2	38	?	-7	-4	-12	5
32	CCCC(=O)NCc1nc2ccccc2n1C	-7	-2	8	.	.	5	-1	.
33	C[C@H](CO)N1C[C@H](C)[C@@H](CN(C)CC2CCCCC2)Oc2ccc(NC(=O)Nc3ccc(C(F)(F)F)cc3)cc2C1=O	-18[16.7 µM]	5	-5	.	4	3	-1	0
34	Cn1c(=O)c2c(nc(NCc3cccnc3)n2Cc2cccc(C(F)(F)F)c2)n(C)c1=O	6	4	-3	.	.	-4	-13	.
35	COc1cccc(OC)c1OCc1cc(C2C3CCCC=C3C(C#N)=C(N)C2(C#N)C#N)c(C)cc1C (configuration not stated)	3	-9	1	.	.	-3	4	.
36	O=C(C[C@@H]1C=C[C@@H](NC(=O)c2ccccn2)[C@@H](CO)O1)NCc1cc(F)cc(F)c1	.	3	-19	0.8	4	5	-5	.
37	C[C@@H]1CN([C@@H](C)CO)S(=O)(=O)c2ccc(C#CC(C)(C)O)cc2O[C@H]1CN(C)CC1CCCC1	6[16.7 µM]	-3	19	-0.3	11	-4	0	0
38	CCCC(=O)Nc1ccc2c(c1)OC[C@@H](C)N(C(C)=O)C[C@@H](C)[C@@H](OC)CN(C)C2=O	1[16.7 µM]	64	2	-0.1	-1	12	.	0
39	O=C([C@H]1[C@H](CO)[C@H]2Cn3c(cccc3=O)[C@H]2N1CC1CCCC1)N1CCOCC1	-5[16.7 µM]	42	-1	0.0	-21	-13	-2	2
40	COc1ccc(-c2sc3ccccc3c2C#CCCO)cc1	.	3	0	0.7	-20	-3	.	5
41	COc1cc(C2C3C(=O)N(c4ccccc4)C(=O)C3ON2c2ccccc2)ccc1O (configuration not stated)	3	7	3	.	.	-1	4	.
42	CCc1nc2c(OCCC3CCCCC3)cccn2c1N(C)C(=O)c1ccccc1F	-5	1	9	.	-25	-1	2	-1
43	O=C(N[C@@H]1C=C[C@@H](CC(=O)N2CCc3ccccc3C2)O[C@H]1CO)C1CC1	.	-2	-14	0.0	-1	-2	-4	.
44	CCCS(=O)(=O)NC(=O)C1(C)CCCN(C(=O)c2ccc(OC)cc2OC)C1 (configuration not stated)	-1	-24	-1	0.3	-7	-10	-4	4
45	CN(C)c1ccc(C(=O)C(O)c2ccccc2)cc1 (configuration not stated)	-13	-3	16	.	.	-3	.	.
46	CCOC(=O)N1CCN(C(=O)C2CC(=O)N(c3ccccc3)C2)CC1 (configuration not stated)	-1	-3	0	-0.2	-3	-4	1	-2
47	Cc1cc(C)nc(-n2ncc3c2CC(c2ccccc2)CC3=O)n1 (configuration not stated)	47	.	.	.	-28	.	9	2
48	O=C(NCCc1ccc(Cl)cc1)Nc1ccc(Cl)cc1	-2	5	16	0.9	-10	0	-4	-1
49	O=C(Nc1ccc(N2CCN(C(=O)c3cccs3)CC2)c(Cl)c1)c1cccnc1	25	-1	-1	2.5	-15	-1	-2	.
50	COc1ccc(OC)c(NC(=O)C23CC4CC(C2)CC(n2cnc(Br)n2)(C4)C3)c1	-7	0	5	.	.	5	0	.
51	CCC(C)c1ccccc1NC(=O)C(C)NCCN(C)C (configuration not stated)	0	9	-1	0.0	0	0	-3	-2
52	Cc1csc(=O)n1CCC(=O)OCC(=O)N(C)c1c(N)n(Cc2ccccc2)c(=O)[nH]c1=O	-3	6	1	-0.1	-34	12	-5	-1
53	COc1ccc(-c2ccc3n(c2=O)C[C@@H]2N[C@H]3[C@H](C(=O)N3CCCCC3)[C@H]2CO)cc1	.	.	.	0.6	-9	.	4	-3
54	Cc1ccc(C(=O)OCC(=O)N(CCc2ccccc2)Cc2ccccc2)cc1S(=O)(=O)N1CCOCC1	.	0	0	.	-14	0	.	4
55	COCC#Cc1ccc2c(c1)O[C@@H](CN(C)C(=O)Nc1ccc(OC)cc1)[C@@H](C)CN([C@@H](C)CO)S2(=O)=O	-3[16.7 µM]	2	2	0.6	-11	4	-5	1
56	COc1ccc2c3c([nH]c2c1)[C@H](CO)N(S(C)(=O)=O)CC31CN(CC2CCOCC2)C1	.	.	.	0.1	4	.	10	0
57	CC(C)NC(=O)N1CC2(C1)[C@H](c1ccccc1)[C@H](CO)N2C(=O)C1CCOCC1	.	.	.	-0.1	-4	.	1	0
58	CCCc1[nH]nc2c1C(c1ccncc1)C(C#N)=C(N)O2 (configuration not stated)	-7	-2	-1	.	.	-2	2	.
59	CCn1nccc1NC(=O)c1csc([C@@H]2O[C@H](CO)[C@H](O)[C@H](O)[C@H]2O)n1	-3	7	1	-1.0	-2	-8	1	0
60	CCCC(C(=O)NC1CCCC1)N(CC1CCCO1)C(=O)CNS(=O)(=O)c1ccc(F)cc1 (configuration not stated)	2	3	1	.	-3	8	2	-3

# (listing goes on)
no.	Compound	miR-122 sensor	PglD inh	Cneo AK release	E-selectin induc	RAD52 inh	RAD54 branch	PGC1a acetyl inh	ERAP1 inh
61	Cc1ccc(C2=NN(CC(=O)NCc3ccco3)C(=O)CC2)cc1	1	2	-3	.	.	2	4	.
62	COCCN1C(=O)C(=O)/C(=C(/O)c2cccc(OC)c2)C1c1ccco1 (configuration not stated)	-2	-3	1	.	.	0	7	.
63	CCCCOC(=O)C1=C(C)NC(=O)NC1c1ccccc1 (configuration not stated)	2	-4	-8	.	-11	6	-4	0
64	Cc1nnc(SCCn2c(Br)nc3c2c(=O)n(C)c(=O)n3C)s1	2	0	-1	.	.	0	-11	.
65	O=C(c1cc(-c2ccc(Cl)cc2)n(-c2cc(Cl)ccc2Cl)n1)N1CCOCC1	8	-6	4	.	.	-2	-2	.
66	COCCNC(=O)C1(C)CCN(C(=O)c2ccc(OC)c(F)c2)C1 (configuration not stated)	-7	1	0	0.2	-5	6	3	2
67	CC(C(=O)Nc1ccc2c(c1)OCCO2)N(c1ccccc1)S(C)(=O)=O (configuration not stated)	-1	5	0	1.2	-2	7	-8	0
68	COc1ccc(N(CC(=O)Nc2nccs2)S(=O)(=O)c2c(C)nn(C)c2C)cc1	3	-3	1	.	-5	-5	5	1
69	Clc1ccc(/C=N/c2c(-c3ccc(Cl)cc3)nc3n2CCS3)cc1	0	2	0	.	.	-13	6	.
70	CCCN(C)C[C@@H]1Oc2cc(-c3cncnc3)ccc2S(=O)(=O)N([C@H](C)CO)C[C@@H]1C	.	5	-1	-0.2	-1	-1	-3	1
